High-throughput results (PubChem BioAssay)
NSD2 block: blocks human NSD2 histone methyltransferase activity; NSD2-SET H3K36me1 DELFIA fluorescence, biochemical; O96028; 0.07% of 44,000 active; AID 624260; inhibition, % at 12.5 µM; in the data active = inhibition above about 54%, passing the limit was not always enough;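 also: inhibitors reduce the monomethyl H3K36 fluorescence signal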
Target sequence (O96028 whole entry, looked up): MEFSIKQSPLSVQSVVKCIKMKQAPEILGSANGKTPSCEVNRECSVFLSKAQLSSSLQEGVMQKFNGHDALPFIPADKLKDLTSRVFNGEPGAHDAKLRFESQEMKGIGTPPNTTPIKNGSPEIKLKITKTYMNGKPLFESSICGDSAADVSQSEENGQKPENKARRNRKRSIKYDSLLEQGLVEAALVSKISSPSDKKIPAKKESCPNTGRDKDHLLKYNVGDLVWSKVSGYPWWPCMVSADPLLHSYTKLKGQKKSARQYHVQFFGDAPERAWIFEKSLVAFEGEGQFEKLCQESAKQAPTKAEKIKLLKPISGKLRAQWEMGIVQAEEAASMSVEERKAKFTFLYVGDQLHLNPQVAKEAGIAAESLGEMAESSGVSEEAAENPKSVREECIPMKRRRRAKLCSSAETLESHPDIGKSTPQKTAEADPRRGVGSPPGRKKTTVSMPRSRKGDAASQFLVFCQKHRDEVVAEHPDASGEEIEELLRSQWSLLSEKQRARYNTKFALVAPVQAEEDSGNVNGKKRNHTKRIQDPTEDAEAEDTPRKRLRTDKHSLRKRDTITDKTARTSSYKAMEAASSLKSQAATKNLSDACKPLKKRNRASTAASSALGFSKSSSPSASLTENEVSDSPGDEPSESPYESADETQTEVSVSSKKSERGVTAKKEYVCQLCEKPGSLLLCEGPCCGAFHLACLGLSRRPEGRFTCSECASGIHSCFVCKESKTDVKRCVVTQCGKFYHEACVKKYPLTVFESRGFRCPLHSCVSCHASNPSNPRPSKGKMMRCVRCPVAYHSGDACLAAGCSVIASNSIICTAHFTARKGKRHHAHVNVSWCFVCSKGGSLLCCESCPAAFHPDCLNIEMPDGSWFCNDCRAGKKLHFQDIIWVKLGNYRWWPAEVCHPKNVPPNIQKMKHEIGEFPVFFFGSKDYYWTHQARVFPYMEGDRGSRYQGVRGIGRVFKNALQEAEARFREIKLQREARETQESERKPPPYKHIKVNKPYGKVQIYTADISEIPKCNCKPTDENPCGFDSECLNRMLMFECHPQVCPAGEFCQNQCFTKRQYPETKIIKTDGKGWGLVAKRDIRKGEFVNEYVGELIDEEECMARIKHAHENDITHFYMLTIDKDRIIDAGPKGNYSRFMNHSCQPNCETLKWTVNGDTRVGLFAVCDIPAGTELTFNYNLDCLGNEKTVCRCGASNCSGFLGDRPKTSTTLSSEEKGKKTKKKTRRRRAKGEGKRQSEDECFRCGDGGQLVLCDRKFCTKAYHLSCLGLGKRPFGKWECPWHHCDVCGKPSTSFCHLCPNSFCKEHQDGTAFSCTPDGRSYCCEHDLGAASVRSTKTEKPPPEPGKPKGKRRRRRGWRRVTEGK
Numbers without * were called inactive. A portion of the library; count on the stated rates, not on these rows.

smiles,NSD2 block
COc1ccc(CN(C)C[C@H]2Oc3ccc(NC(=O)Nc4ccc5c(c4)OCO5)cc3C(=O)N([C@H](C)CO)C[C@@H]2C)cc1,-6
CC(C)NC(=O)N(C)C[C@H]1Oc2ccc(NS(=O)(=O)c3ccccc3)cc2CC(=O)N([C@H](C)CO)C[C@@H]1C,5
CCCCC[C@H](O)/C=C/[C@H]1[C@H](O)CC(=O)[C@@H]1C/C=C\CCCC(=O)O,-2
C[C@H](CO)N1C[C@H](C)[C@H](CN(C)Cc2cccc(C(=O)O)c2)Oc2ncc(C#CCN(C)C)cc2C1=O,-4
CC(=O)N(C)C[C@@H]1Oc2cc(C3=CCCCC3)ccc2S(=O)(=O)N([C@H](C)CO)C[C@@H]1C,3
O=C(C[C@H]1C[C@@H]2c3cc(NS(=O)(=O)c4ccccc4)ccc3O[C@@H]2[C@@H](CO)O1)NCC1CC1,-4
CC(C)NC(=O)N(C)C[C@H]1Oc2cc(-c3ccccc3)ccc2S(=O)(=O)N([C@H](C)CO)C[C@H]1C,3
C[C@@H]1CN([C@@H](C)CO)C(=O)Cc2cc(NC(=O)Nc3ccccc3)ccc2O[C@H]1CN(C)Cc1ccc(Oc2ccccc2)cc1,3
C[C@H](CO)N1C[C@H](C)[C@@H](CN(C)CC2CCCCC2)Oc2c(NS(=O)(=O)c3ccc(Cl)cc3)cccc2C1=O,-1
CCCCC[C@H](O)/C=C/[C@@H]1[C@H]2C/C(=C/CCCC(=O)O)C[C@H]2C[C@H]1O,-5
COCCNC(=O)C[C@@H]1C[C@H]2c3cc(NC(=O)Nc4ccccc4F)ccc3O[C@H]2[C@H](CO)O1,1
Cc1ccc(S(=O)(=O)Nc2ccc3c(c2)CC(=O)N([C@@H](C)CO)C[C@@H](C)[C@@H](CN(C)S(=O)(=O)c2cn(C)cn2)O3)cc1,-2
CC(C)NC(=O)N(C)C[C@H]1OCCCC[C@@H](C)Oc2ccc(NC(=O)Nc3ccc(C(F)(F)F)cc3)cc2C(=O)N([C@@H](C)CO)C[C@H]1C,-4
C[C@@H]1CN([C@H](C)CO)S(=O)(=O)c2ccc(C#CC3CC3)cc2O[C@@H]1CN(C)Cc1ccc(F)cc1,-3
Cc1ccc(S(=O)(=O)Nc2ccc3c(c2)C(=O)N([C@@H](C)CO)C[C@@H](C)[C@@H](CN(C)Cc2ccc(C(F)(F)F)cc2)OCCCC[C@@H](C)O3)cc1,-5

Continued:
smiles,NSD2 block
C[C@@H]1CCCCO[C@H](CN(C)Cc2ccc(Cl)c(Cl)c2)[C@@H](C)CN([C@H](C)CO)C(=O)c2cc(NC(=O)CCCCCC(=O)Nc3ccccc3N)ccc2O1,-2
COc1cccc(-c2cnc3c(c2)C(=O)N([C@@H](C)CO)C[C@@H](C)[C@H](CN(C)CC2CCCC2)O3)c1,1
COc1ccc(S(=O)(=O)Nc2ccc3c(c2)C(=O)N([C@@H](C)CO)C[C@H](C)[C@@H](CN(C)S(=O)(=O)c2ccc(C)cc2)OCCCC[C@@H](C)O3)cc1,-9
O=C(CCCCCCC(=O)Nc1ccccc1O)N/N=C/[C@H](O)[C@@H](O)[C@H](O)CO,-1
C/C=C/c1ccc2c(c1)O[C@@H](CN(C)C(=O)CN1CCOCC1)[C@@H](C)CN([C@@H](C)CO)S2(=O)=O,0
C[C@@H]1CN([C@@H](C)CO)C(=O)c2cc(C3=CCCCC3)cnc2O[C@@H]1CN(C)Cc1ccccn1,20
C[C@H](CO)N1C[C@H](C)[C@H](CN(C)C(=O)NC2CCCCC2)Oc2ccc(N(C)C)cc2C1=O,9
C[C@@H]1CN([C@@H](C)CO)C(=O)Cc2cc(NC(=O)Nc3cccc4ccccc34)ccc2O[C@@H]1CN(C)Cc1ccc2c(c1)OCO2,-4
C[C@@H]1CCCCO[C@H](CN(C)Cc2ccccc2)[C@H](C)CN([C@H](C)CO)C(=O)c2cc(NC(=O)c3ccccc3)ccc2O1,32
C[C@H](CO)N1C[C@H](C)[C@H](CN(C)Cc2ccccn2)Oc2ncc(C#Cc3cccc(F)c3)cc2C1=O,10
COc1ccc(CN(C)C[C@@H]2OCCCC[C@@H](C)Oc3ccc(NC(=O)c4ccccc4)cc3C(=O)N([C@H](C)CO)C[C@@H]2C)cc1,6
C[C@H]1CN([C@@H](C)CO)C(=O)Cc2cc(NC(=O)Nc3ccccc3)ccc2O[C@H]1CN(C)Cc1ccncc1,12
Cc1noc(C)c1S(=O)(=O)Nc1ccc2c(c1)C(=O)N([C@@H](C)CO)C[C@H](C)[C@@H](CN(C)Cc1ccccc1)OCCCC[C@@H](C)O2,0
C[C@H](CO)N1C[C@H](C)[C@H](CN(C)C(=O)Nc2ccc3c(c2)OCO3)Oc2ccc(NS(=O)(=O)c3cn(C)cn3)cc2C1=O,-3
COc1ccc(NC(=O)N(C)C[C@H]2Oc3c(NC(=O)c4ccncc4)cccc3C(=O)N([C@H](C)CO)C[C@H]2C)cc1,2

The list goes on.
smiles,NSD2 block
COc1ccc(S(=O)(=O)Nc2ccc3c(c2)C(=O)N([C@@H](C)CO)C[C@H](C)[C@H](CN(C)S(=O)(=O)c2cn(C)cn2)O3)cc1,-6
C[C@H](CO)N1C[C@H](C)[C@H](CN(C)S(=O)(=O)c2ccc(F)cc2)Oc2ccc(NC(=O)C3CC3)cc2CC1=O,8
O=C(CCCCCCC(=O)Nc1ccccc1O)N/N=C/c1cc(O)ccc1Br,-1
CCCNC(=O)N(C)C[C@@H]1Oc2ncc(-c3ccccc3F)cc2C(=O)N([C@@H](C)CO)C[C@@H]1C,4
Cc1ccc(S(=O)(=O)Nc2ccc3c(c2)C(=O)N([C@H](C)CO)C[C@@H](C)[C@H](CN(C)Cc2ccncc2)OCCCC[C@@H](C)O3)cc1,-4
CCC(=O)N(C)C[C@H]1Oc2ncc(C#CC(C)(C)O)cc2C(=O)N([C@H](C)CO)C[C@H]1C,-1
CC(C)C[C@](CC(=O)OCc1ccc(O[C@@H]2O[C@H](CO)[C@@H](O)[C@H](O)[C@H]2O)cc1)(O[C@@H]1O[C@H](CO)[C@@H](O)[C@H](O)[C@H]1O)C(=O)OCc1ccc(O[C@@H]2O[C@H](CO)[C@@H](O)[C@H](O)[C@H]2O)cc1,-7
C[C@H](CO)N1C[C@H](C)[C@@H](CN(C)C(=O)NC2CCCCC2)Oc2ncc(/C=C/c3ccccc3)cc2C1=O,1
C[C@@H]1CN([C@@H](C)CO)S(=O)(=O)c2ccc(C#C[C@@H](C)O)cc2O[C@H]1CN(C)C(=O)Nc1ccccc1,-6
C[C@@H]1CN([C@H](C)CO)C(=O)c2cc(NS(=O)(=O)c3ccc(F)cc3)ccc2O[C@@H]1CN(C)C(=O)NC1CCCCC1,-1
O=C(CCCCCCC(=O)Nc1ccccc1O)N/N=C/c1ccc([N+](=O)[O-])c(O)c1,2
Cc1noc(C)c1NC(=O)Nc1cccc2c1O[C@@H](CN(C)Cc1ccc(C(=O)O)cc1)[C@@H](C)CN([C@H](C)CO)C2=O,1
C[C@@H]1CCCCO[C@H](CN(C)C(=O)Cc2ccccc2)[C@H](C)CN([C@@H](C)CO)C(=O)c2cc(NS(C)(=O)=O)ccc2O1,-1
COc1cc2nc(CCN3C(=O)c4ccccc4C3=O)oc(=O)c2cc1OC,5
COCC(=O)N[C@@H]1C=C[C@@H](CC(=O)N2CCCCC2)O[C@H]1CO,0

More structures.
smiles,NSD2 block
C[C@H]1CN([C@@H](C)CO)C(=O)c2cc(C3=CCCC3)cnc2O[C@@H]1CN(C)S(C)(=O)=O,7
C[C@@H]1CN([C@H](C)CO)C(=O)Cc2cc(N(C)C)ccc2O[C@@H]1CN(C)Cc1ccc(-c2ccccc2)cc1,35
COC(=O)[C@H](Cc1ccc(N=[N+]=[N-])cc1)N1CC(/C=C/[C@@H](O)Cc2ccccc2)=C[C@@H](C2CC2)O1,1
C[C@@H]1CN([C@H](C)CO)C(=O)Cc2cc(NC(=O)Cc3ccccc3)ccc2O[C@@H]1CN(C)C(=O)Nc1ccccc1,-5
C[C@@H]1CN([C@@H](C)CO)C(=O)c2cccc(NS(=O)(=O)c3cn(C)cn3)c2O[C@H]1CN(C)Cc1ccccc1,4
C[C@H](CO)N1C[C@H](C)[C@H](CN(C)C(=O)NC2CCCCC2)Oc2ccc(NC(=O)Nc3ccc(F)cc3)cc2C1=O,-6
C[C@@H]1CN([C@H](C)CO)C(=O)c2cc(C#CCN(C)C)cnc2O[C@H]1CN(C)Cc1ccc(F)cc1,-2
C[C@@H]1CCCCO[C@H](CN(C)C)[C@H](C)CN([C@@H](C)CO)C(=O)c2cc(NC(=O)c3ccccc3)ccc2O1,-1
COc1ccccc1C#Cc1cnc2c(c1)C(=O)N([C@H](C)CO)C[C@H](C)[C@H](CN(C)C(C)=O)O2,-1
C[C@@H]1CN([C@H](C)CO)C(=O)c2cc(NC(=O)NC3CCCCC3)ccc2O[C@@H]1CN(C)Cc1ccccc1,-1
C[C@@H]1CN([C@@H](C)CO)C(=O)c2cccc(NC(=O)c3ccc(-c4nccs4)cc3)c2O[C@H]1CN(C)S(=O)(=O)c1cccs1,21
C[C@@H]1CN([C@H](C)CO)C(=O)Cc2cc(NC(=O)NC3CCCCC3)ccc2O[C@@H]1CN(C)S(=O)(=O)c1cn(C)cn1,-9
C[C@H](CO)N1C[C@H](C)[C@@H](CN(C)Cc2ccc(Cl)c(Cl)c2)Oc2ccc(NC(=O)Cc3cn(C)c4ccccc34)cc2C1=O,-2
O=C(Nc1ccccc1)Nc1ccc2c(c1)[C@H]1C[C@H](CC(=O)N3CCCCC3)O[C@H](CO)[C@H]1O2,-2
C[C@@H]1CCCCO[C@H](CN(C)C(=O)Nc2ccc3c(c2)OCO3)[C@H](C)CN([C@H](C)CO)C(=O)c2cc(NS(=O)(=O)c3cn(C)cn3)ccc2O1,-3

5 entries already listed, ordered by the value under NSD2 block, smallest number first:
smiles,NSD2 block
COc1ccc(S(=O)(=O)Nc2ccc3c(c2)C(=O)N([C@@H](C)CO)C[C@H](C)[C@@H](CN(C)S(=O)(=O)c2ccc(C)cc2)OCCCC[C@@H](C)O3)cc1,-9
CC(C)NC(=O)N(C)C[C@H]1OCCCC[C@@H](C)Oc2ccc(NC(=O)Nc3ccc(C(F)(F)F)cc3)cc2C(=O)N([C@@H](C)CO)C[C@H]1C,-4
COCCNC(=O)C[C@@H]1C[C@H]2c3cc(NC(=O)Nc4ccccc4F)ccc3O[C@H]2[C@H](CO)O1,1
CC(=O)N(C)C[C@@H]1Oc2cc(C3=CCCCC3)ccc2S(=O)(=O)N([C@H](C)CO)C[C@@H]1C,3
C[C@H]1CN([C@@H](C)CO)C(=O)Cc2cc(NC(=O)Nc3ccccc3)ccc2O[C@H]1CN(C)Cc1ccncc1,12

Next section:
smiles,NSD2 block
C=CC[C@H](OC(=O)Nc1ccc(SC)cc1)c1ccc(OCCO)cc1,-2
C[C@@H]1CCCCO[C@@H](CN(C)C(=O)CCCN(C)C)[C@H](C)CN([C@@H](C)CO)C(=O)c2cc(N(C)C)ccc2O1,3
CC(C)CC#Cc1ccc2c(c1)O[C@H](CN(C)C(=O)c1ccccc1F)[C@H](C)CN([C@H](C)CO)S2(=O)=O,-9
C[C@H](CO)N1C[C@H](C)[C@@H](CN(C)Cc2ccccc2)Oc2ccc(NC(=O)CCN3CCOCC3)cc2C1=O,5
O=C1CCC(=O)N1Nc1nc2ccccc2c2nc(-c3ccccc3)nn12,7
Cc1noc(C)c1S(=O)(=O)Nc1ccc2c(c1)C(=O)N([C@H](C)CO)C[C@H](C)[C@H](CN(C)S(=O)(=O)c1ccc(F)cc1)OCCCC[C@H](C)O2,5
C[C@H](CO)N1C[C@H](C)[C@H](CN(C)Cc2cncnc2)Oc2cc(/C=C/c3ccccc3)ccc2S1(=O)=O,-1
COc1ccc(NC(=O)Nc2ccc3c(c2)CC(=O)N([C@@H](C)CO)C[C@@H](C)[C@H](CN(C)C(=O)Nc2ccc4c(c2)OCO4)O3)cc1,0
C[C@@H]1CN([C@@H](C)CO)C(=O)Cc2cc(NC(=O)CCCCCC(=O)Nc3ccccc3N)ccc2O[C@H]1CN(C)S(=O)(=O)c1cccs1,1
C[C@@H]1CN([C@@H](C)CO)C(=O)c2cc(NC(=O)Cc3ccccc3)ccc2O[C@@H](C)CCCCO[C@@H]1CN(C)C(=O)Nc1ccc2c(c1)OCO2,3
CN(C)CC(=O)Nc1ccc2c(c1)[C@H]1C[C@@H](CC(=O)NCc3cc(F)ccc3F)O[C@H](CO)[C@H]1O2,1
C[C@H]1CN([C@@H](C)CO)C(=O)c2cc(NC(=O)Cn3cnnn3)ccc2O[C@@H]1CN(C)C(=O)Nc1ccccc1,-3
C[C@H]1CN([C@@H](C)CO)C(=O)c2cc(NS(=O)(=O)c3cn(C)cn3)ccc2O[C@H]1CN(C)S(=O)(=O)c1ccc(Cl)cc1,3
C[C@@H]1CCCCO[C@@H](CN(C)Cc2ccncc2)[C@H](C)CN([C@@H](C)CO)C(=O)c2cc(NC(=O)C3CCCCC3)ccc2O1,-6
C[C@H]1CN([C@@H](C)CO)C(=O)Cc2cc(NC(=O)CCC(F)(F)F)ccc2O[C@H]1CN(C)Cc1ccc(C(=O)O)cc1,0
C[C@H]1CN([C@@H](C)CO)C(=O)c2cc(-c3cncnc3)cnc2O[C@H]1CN(C)Cc1cncnc1,2
C[C@H](O)C#Cc1cnc2c(c1)C(=O)N([C@@H](C)CO)C[C@@H](C)[C@@H](CN(C)C(=O)Cc1ccncc1)O2,6

Some values from the results shown:
COC(=O)[C@H](Cc1ccc(N=[N+]=[N-])cc1)N1CC(/C=C/[C@@H](O)Cc2ccccc2)=C[C@@H](C2CC2)O1 in NSD2 block is listed with 1
O=C(C[C@H]1C[C@@H]2c3cc(NS(=O)(=O)c4ccccc4)ccc3O[C@@H]2[C@@H](CO)O1)NCC1CC1 in NSD2 block is listed with -4
C[C@@H]1CCCCO[C@@H](CN(C)Cc2ccncc2)[C@H](C)CN([C@@H](C)CO)C(=O)c2cc(NC(=O)C3CCCCC3)ccc2O1 in NSD2 block is listed with -6
C[C@H](CO)N1C[C@H](C)[C@H](CN(C)C(=O)NC2CCCCC2)Oc2ccc(NC(=O)Nc3ccc(F)cc3)cc2C1=O in NSD2 block is listed with -6
CC(=O)N(C)C[C@@H]1Oc2cc(C3=CCCCC3)ccc2S(=O)(=O)N([C@H](C)CO)C[C@@H]1C in NSD2 block is listed with 3
O=C(CCCCCCC(=O)Nc1ccccc1O)N/N=C/c1cc(O)ccc1Br in NSD2 block is listed with -1
